FBW7 act – activators of human E3 ligase FBW7 | normalized activity (activation), % at 26.1 µM | AID 1259310 | 650,000 tested, 0.13% active | Q969H0 | AlphaScreen FBW7–phospho-cyclin E peptide binding, activator screen; in the data active = normalized activity above about 1.9%;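 also: purified mutant Fbw7 with reduced substrate affinity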
TEAD-YAP block – TEAD-YAP interaction inhibition | 640,000 tested, 1.4% active | HEK-TIYL cells, TEAD-Gal4/YAP UAS-luciferase luminescence | inhibition, % at 9.12 µM | AID 1259422; in the data active = inhibition above about 32%;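 also: 0% = median of test compound wells and 100% = reference inhibitor wells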
GPR151 ag – activates the human receptor GPR151 | Q8TDV0 | PathHunter beta-arrestin GPR151 cells, luminescence | activation, % at 11.2 µM | 650,000 tested, 1% active | AID 1508602; in the data active = activation above about 4.9%;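 also: 0% = median of compound wells and 100% = cells with positive control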
Target sequence (Q8TDV0 whole entry, looked up): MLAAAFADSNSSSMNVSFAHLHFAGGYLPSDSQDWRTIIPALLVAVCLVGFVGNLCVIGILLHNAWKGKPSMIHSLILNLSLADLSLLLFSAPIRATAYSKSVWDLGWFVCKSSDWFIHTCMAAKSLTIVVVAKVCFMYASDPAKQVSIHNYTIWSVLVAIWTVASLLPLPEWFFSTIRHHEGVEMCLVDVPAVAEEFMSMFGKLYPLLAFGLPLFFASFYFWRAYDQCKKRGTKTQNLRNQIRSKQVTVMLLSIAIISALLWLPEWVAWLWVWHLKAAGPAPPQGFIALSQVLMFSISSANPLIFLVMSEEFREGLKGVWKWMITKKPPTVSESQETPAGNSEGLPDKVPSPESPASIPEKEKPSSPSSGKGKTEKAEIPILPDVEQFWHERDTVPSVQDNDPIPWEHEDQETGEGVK
MITF inh – inhibitors of human MITF; O75030; AlphaScreen MITF homodimerization, bead proximity signal; inhibition, % at 2.6 µM; 650,000 tested, 0.91% active; in the data active = inhibition above about 50%;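 also: 0% = vehicle wells with protein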
Target sequence (O75030 whole entry, looked up): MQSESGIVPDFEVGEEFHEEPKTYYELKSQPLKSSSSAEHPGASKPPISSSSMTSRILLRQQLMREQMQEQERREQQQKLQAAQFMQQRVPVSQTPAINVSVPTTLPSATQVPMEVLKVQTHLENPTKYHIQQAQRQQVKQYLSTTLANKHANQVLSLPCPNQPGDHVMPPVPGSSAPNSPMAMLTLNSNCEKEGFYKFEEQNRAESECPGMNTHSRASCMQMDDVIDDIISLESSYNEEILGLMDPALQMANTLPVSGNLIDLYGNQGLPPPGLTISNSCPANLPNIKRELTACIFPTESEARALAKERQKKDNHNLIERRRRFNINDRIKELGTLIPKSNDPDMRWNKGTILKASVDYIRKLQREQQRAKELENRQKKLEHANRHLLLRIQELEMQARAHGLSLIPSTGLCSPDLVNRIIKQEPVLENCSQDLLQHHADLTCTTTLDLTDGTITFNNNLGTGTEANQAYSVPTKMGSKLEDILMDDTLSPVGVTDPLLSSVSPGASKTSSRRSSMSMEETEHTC
The depositor's hits bear a star.

entry	SMILES	FBW7 act	TEAD-YAP block	GPR151 ag	MITF inh
1	COc1ccc(C(=O)Nc2sc(Cc3ccccc3)c(C)c2C(N)=O)cc1	0.8	-23	1.0	15
2	O=C(O)Cn1cc(/C=C2\C(=O)NC(=O)N(c3ccc4c(c3)OCO4)C2=O)c2ccccc21	-0.2	-7	-0.5	23
3	CCc1ccc2c(c1)C1C=CCC1C(c1ccc(C(=O)OC)cc1)N2 (stereo not given)	0.3	-2	1.3	11
4	CCOC(=O)C1=C(O)/C(=C/c2ccc(N(C)C)cc2)SC1=Nc1cccc2ccccc12	0.2	0	-0.5	11
5	O=C(CSc1cccc[n+]1[O-])NCC1CCCCC1	0.0	-4	0.3	-2
6	Cc1ccc(C2=CC(=O)C=CC2=O)c([N+](=O)[O-])c1	-0.4	2	0.6	1
7	Cc1cc(C)cc(C(=O)Nc2sc(C)c(C)c2C(N)=O)c1	-0.5	-59	-1.6	-2
8	Cc1ccc(CC(=O)Nc2ncc(S(=O)(=O)c3ccc([N+](=O)[O-])cc3)s2)cc1	0.1	6	2.4	8
9	COc1ccc(C(=O)OCC(N)=O)c(OC)c1	-0.1	-4	1.4	0
10	COC(=O)c1cnn2c(C(F)(F)F)cc(-c3ccc(Br)cc3)nc12	-0.1	14	0.7	-3
11	O=c1oc2ccc(Br)cc2cc1-c1nc2ccccc2[nH]1	0.0	-19	-1.2	6
12	C=C1c2cc(CC)ccc2NC(=O)N1CC	-0.1	10	0.0	-4
13	CCOc1ccc(NC(=O)C2CCN(C(=O)c3ccc([N+](=O)[O-])cc3)CC2)cc1	0.0	-7	-1.8	-1
14	O=C(C1CCC(Cn2c(=S)[nH]c3ccsc3c2=O)CC1)N1CCCC1 (stereo not given)	-0.3	3	0.4	-2
15	CCN1CCN(CC(=O)N/N=C/c2ccc(F)cc2)CC1	0.0	5	3.4	46
16	CCCCCC(=O)N1CCN(CCN=CC2=C(O)CC(c3ccco3)CC2=O)CC1 (stereo not given)	-0.2	0	-0.5	2
17	CC(=O)Oc1ccc(N(C(C)=O)S(=O)(=O)c2c(C)cc(C)cc2C)cc1	-0.3	-4	0.7	6
18	O=S(=O)(c1cccc(F)c1)N1CCn2cccc2C1c1ccc(F)cc1 (stereo not given)	-0.1	-1	2.0	3
19	C/C(=N\Nc1ccc(C#N)cc1[N+](=O)[O-])c1ccncc1	0.0	1	0.2	6
20	Fc1ccccc1Nc1nn(CN2CCOCC2)c(=S)s1	0.1	-34	-0.1	4
21	O=C(Nc1nc2ccc3ccccc3c2s1)c1ccco1	0.0	-35	0.2	-5
22	CNc1nnc(C23CC4CC(CC(C4)C2)C3)s1	0.2	3	-1.5	9
23	COc1ccc(C2(CNC(=O)c3cc(OC)c(OC)c(OC)c3)CCCC2)cc1OC	0.0	-3	-0.8	19
24	COc1ccc(C(C)=O)cc1CSc1nnc(-c2cccs2)o1	-0.1	-8	3.0	-1
25	CCc1ccc(/C=N/n2c(-c3ccncc3)n[nH]c2=S)cc1	0.1	-8	0.0	-5
26	COc1cccc(N/C(SCc2c(F)cccc2Cl)=C(/C#N)C(=O)NCc2ccccc2)c1	0.6	5	-0.6	5
27	COc1cc([N+](=O)[O-])ccc1N1C(=O)c2cccc([N+](=O)[O-])c2C1=O	0.2	4	-0.5	19
28	COc1cc(/C=N/NC(=O)CNc2ccc(F)cc2)ccc1O	0.4	-1	3.0	9
29	COc1ccc(NC(=O)c2sc3ncn(CC(=O)N4CCCC(C)C4)c(=O)c3c2C)cc1OC (stereo not given)	0.1	-2	-0.7	2
30	CC(C)n1c(N2CCCC2CO)nc2c(NCCN3CCOCC3)ncnc21 (stereo not given)	-0.1	2	0.1	-8

Structures above containing an aryl methoxy group, in the order listed:
entry	SMILES	FBW7 act	TEAD-YAP block	GPR151 ag	MITF inh
1	COc1ccc(C(=O)Nc2sc(Cc3ccccc3)c(C)c2C(N)=O)cc1	0.8	-23	1.0	15
9	COc1ccc(C(=O)OCC(N)=O)c(OC)c1	-0.1	-4	1.4	0
23	COc1ccc(C2(CNC(=O)c3cc(OC)c(OC)c(OC)c3)CCCC2)cc1OC	0.0	-3	-0.8	19
24	COc1ccc(C(C)=O)cc1CSc1nnc(-c2cccs2)o1	-0.1	-8	3.0	-1
26	COc1cccc(N/C(SCc2c(F)cccc2Cl)=C(/C#N)C(=O)NCc2ccccc2)c1	0.6	5	-0.6	5
27	COc1cc([N+](=O)[O-])ccc1N1C(=O)c2cccc([N+](=O)[O-])c2C1=O	0.2	4	-0.5	19
28	COc1cc(/C=N/NC(=O)CNc2ccc(F)cc2)ccc1O	0.4	-1	3.0	9
29	COc1ccc(NC(=O)c2sc3ncn(CC(=O)N4CCCC(C)C4)c(=O)c3c2C)cc1OC (stereo not given)	0.1	-2	-0.7	2

(continued)
entry	SMILES	FBW7 act	TEAD-YAP block	GPR151 ag	MITF inh
31	CC1CCN(S(=O)(=O)c2cccc(C(=O)NNC(=O)c3ccco3)c2)CC1	-0.2	0	-0.3	0
32	CCC(CC)C(=O)NNC(=O)c1ccccn1	-0.4	-5	-1.1	18
33	COc1ccc(C2(C(=O)Nc3ccccc3C)CCCC2)cc1OC	-0.1	1	2.0	-7
34	COC(=O)c1nc(NC2=NCCCCC2)n[nH]1	-0.1	0	0.0	-6
35	COc1cc(/C=N/NC(=O)Cc2ccc([N+](=O)[O-])cc2)ccc1O	-0.1	-2	0.6	11
36	CN(C)S(=O)(=O)c1ccc(C(=O)OCC(=O)Nc2ccc(C#N)cc2)cc1	-0.1	2	-0.2	6
37	Cc1ccc(NC2SC(=O)N(c3ccccc3C)C2=O)cc1C (stereo not given)	0.1	-18	1.3	3
38	Cc1cc(C)n(-c2cccc(C=O)c2)n1	-0.2	-1	1.1	13
39	COc1ccc(Cl)cc1NC(=O)/C(C#N)=C/c1ccc(N2CCOCC2)o1	0.4	1	0.1	1
40	O=C1CC(C(=O)Nc2ccccc2Cl)c2ccccc21 (stereo not given)	0.0	-1	9.4*	8
41	Nn1c(SCC(=O)NCc2ccc3c(c2)OCO3)nncc1=O	0.2	12	3.4	-2
42	CCc1ccccc1NC(=O)CSc1nnc(C2CC2)n1CC1CCCO1 (stereo not given)	0.0	5	-0.1	8
43	Nc1nc(COc2ccccc2)cs1	-0.1	-24	-0.9	13
44	CC(=O)Nc1ccc(S(=O)(=O)N2CCN(c3ccc(Cl)cc3[N+](=O)[O-])CC2)cc1	-0.1	29	1.0	7
45	CCOc1ccc(C(=O)C(C)n2c(Cl)nc3c2c(=O)n(C)c(=O)n3C)cc1 (stereo not given)	0.1	9	0.6	-1
46	O=C(NCc1ccccn1)c1cnn2cc(Br)cnc12	-0.1	8	0.1	2
47	N#Cc1ccc(-c2ccc(OCC(=O)NNC(=O)CC3CCCC3)cc2)cc1	0.3	7	-0.8	1
48	CCCCNC(=O)/C(=C/c1cccc([N+](=O)[O-])c1)NC(=O)/C=C/c1ccco1	-0.2	1	-0.6	4
49	CCC(CO)NC(=O)c1cnc2scc(-c3ccccc3Cl)n2c1=O (stereo not given)	0.1	7	0.7	8
50	CCOC(=O)N1CCC2(CC1)OCc1cc(-c3ccc(OC)nc3)ccc1O2	-0.4	4	-0.1	2
51	CCOc1ccc2nc(NC(=O)CS(=O)(=O)Cc3ccccc3)sc2c1	0.3	10	-0.1	8
52	COC(=O)C1CCCCN1C(=O)CCc1nnc(CCc2cccc(OC)c2)o1 (stereo not given)	0.1	3	-1.3	12
53	N#CCOC(=O)c1cc(-c2ccc(C=C(C#N)C#N)o2)ccc1Cl	0.1	-8	0.1	5
54	COc1cccc(/C=C/C(=O)Nc2ccc3nc(N4CCN(C)CC4)cc(C)c3c2)c1OC	-0.1	-11	-0.8	-7
55	COP(=O)(OC)c1nc(Cc2ccc(Cl)cc2)oc1NCc1cccnc1	0.1	-7	-0.5	6
56	CC(C(=O)Nc1ccc(Br)cn1)N1C(=O)CCC1=O (stereo not given)	0.0	10	4.1	2
57	COc1ccc(CCNC(=O)CSc2nc3ccsc3c(=O)n2CCCCCC(=O)NCCc2ccccc2)cc1OC	-0.3	15	0.8	-9
58	Cc1ccc(C(=O)NC(=S)NCC2CCCO2)cc1[N+](=O)[O-] (stereo not given)	0.3	-4	-1.5	23
59	COC(=O)c1ccccc1NSc1ccccc1[N+](=O)[O-]	-0.2	-7	2.2	5
60	CCOc1cccc2c1OC(c1ccc(SC)cc1)N1N=C(c3cccc(OC)c3)CC21 (stereo not given)	-0.1	26	-1.0	-1
61	COc1cc(C2CC(=O)Nc3cc(C)c(C)cc32)cc(OC)c1OC (stereo not given)	0.3	49*	13*	7
62	CCOc1ccc(NC(=O)CSc2nc3c(oc4ccccc43)c(=O)n2CCOC)cc1	-0.1	-6	-0.6	-3
63	CC(=O)Nc1cccc(NC(=O)c2ccc([N+](=O)[O-])cc2Cl)c1	0.1	0	0.1	16
64	Cc1cccc(NC(=O)CCC2CCN(Cc3ccc4nonc4c3)CC2)c1	-0.1	6	0.6	-14
65	CN1C(=O)/C(=C2\SC(=S)N(c3ccccc3F)C2=O)c2ccccc21	-0.1	0	-0.6	0
66	CC(=O)c1cccc(-c2cccc(C(=O)NCc3ccccc3)n2)c1	0.1	9	1.5	4
67	COCCNC(=O)C1Sc2nnc(-c3ccccc3)n2NC1c1ccc(Cl)cc1 (stereo not given)	0.3	3	-0.6	-9
68	Cc1c(C(=O)Nc2ccc(Cl)cn2)sc2ncn(CC(=O)N3CCCCC3)c(=O)c12	0.5	-18	-0.6	16
69	O=C1CC2(CCCC2)CC(=O)N1c1cccc(O)c1	-0.1	-3	-1.2	-2
70	CC(=O)N1CCN(Cc2ccc3c(c2)CN(C(=O)C2CCCC2)CCO3)CC1	0.1	1	-1.1	9
71	CCOc1ccc(C2c3cccn3CCN2C(=O)Nc2ccccc2F)cc1 (stereo not given)	-0.1	-1	1.7	17
72	CCOc1ccc2c(c1)C(=O)c1cc(OCC)ccc1-2	-0.1	-15	-1.0	11
73	O=C(/C=C/c1cccc([N+](=O)[O-])c1)Nc1ccccc1Cl	-0.1	-11	-0.6	-10
74	CC(Sc1nc2c(c(=O)n(C)c(=O)n2C)n1Cc1cccc(Cl)c1)C(=O)O (stereo not given)	0.0	7	0.4	-6
75	CCOc1cc(C(=O)N(Cc2ccccc2)c2ccccn2)cc(OCC)c1OCC	0.0	-5	-0.1	-15
76	CCCCCOc1ccc(/C=C/C(=O)Nc2nccs2)cc1OC	-0.1	2	1.2	-18
77	COc1ccc2cc3c(N)nn(C(=O)Cc4ccc(Cl)cc4)c3nc2c1	0.0	5	1.1	-1
78	O=C1OC(c2ccccc2)=N/C1=C1\C=C(c2ccccc2)Oc2ccccc21	0.5	5	0.4	4
79	COc1cc(C2NC(=O)NC(C)=C2C(=O)OCC(C)C)ccc1O (stereo not given)	-0.1	-19	0.5	-4
80	Nc1nonc1-n1nnc(C(=O)N/N=C/c2ccccc2)c1-c1ccccc1	-0.1	-2	0.8	-6
81	COc1ccc(/C(O)=C2/C(=O)C(=O)N(CCCCCC(=O)O)C2c2ccc(C(C)C)cc2)cc1 (stereo not given)	-0.1	6	-0.1	15
82	CC(NC(=O)c1cc2sccc2n1C)c1ccc2c(c1)OCCO2 (stereo not given)	0.1	11	1.8	3
83	Cc1c(C(=O)NCCN(C)c2ccccc2)sc2ncnc(N3CCOCC3)c12	-0.1	0	1.1	4
84	CC(=O)Nc1ccc(Nc2nc(-c3cccc(C(C)=O)c3)nc3c2ncn3CCN2CCCC2=O)cc1	-0.2	-5	0.7	2
85	O=S(=O)(c1ccc(-n2cnnn2)cc1)N1CCC(N2CCCCC2)CC1	-0.1	7	-0.4	5
86	COCCn1c(=NC(=O)c2ccc3c(c2)OCCO3)sc2cc(OC)c(OC)cc21	0.3	-2	-1.3	-6
87	CC(C)CCNC(=O)/C=C/c1ccccc1	0.0	-69	0.3	-8
88	NNC(=O)c1ccc(N2CCCC2=O)cc1	0.1	-4	0.6	26
89	O=C(O)Cc1ccc(N=Cc2cccc([N+](=O)[O-])c2O)cc1	0.2	2	-0.4	94*
90	C#CCOc1c(Br)cc(C2NCCc3cc(OCC)c(OCC)cc32)cc1OC (stereo not given)	-0.1	-1	1.4	-2

(more compounds)
entry	SMILES	FBW7 act	TEAD-YAP block	GPR151 ag	MITF inh
91	Cc1cc(C)nc(SCCN(C)C)n1	1.3	-2	0.4	26
92	c1ccc(-n2ncc3c(N4CCNCC4)ncnc32)cc1	0.2	-61	1.0	-7
93	c1ccc(Cc2nc3ccc4[nH]snc4c3n2)cc1	0.2	-10	-1.6	-9
94	CC(C)c1ccccc1NC(=S)NCC1CCCO1 (stereo not given)	0.2	5	0.5	-4
95	CCn1c(=O)c2sccc2n2c(CCCC(=O)Nc3cc(OC)cc(OC)c3)nnc12	0.5	-10	0.2	16
96	COc1cc(/C=C2/N=C(c3ccc(Cl)cc3)OC2=O)cc(OC)c1OC	-0.1	-3	0.3	-2
97	Cc1cc(C)nc(SCC(=O)Oc2cccc(OC(=O)CSc3nc(C)cc(C)n3)c2)n1	0.1	4	-1.5	13
98	COc1ccc(C)cc1NC(=O)CN(c1ccccc1OC)S(=O)(=O)c1ccc(C)cc1	0.0	8	-1.1	5
99	CCc1ccc(N(C)S(=O)(=O)c2ccc3[nH]cc(C(=O)N4CCOCC4)c(=O)c3c2)cc1	-0.3	0	0.3	0
100	CCC(C(=O)N1CCN(CC)CC1)c1ccccc1 (stereo not given)	0.3	11	0.0	-3

Laid out differently: results already given
96. COc1cc(/C=C2/N=C(c3ccc(Cl)cc3)OC2=O)cc(OC)c1OC
97. Cc1cc(C)nc(SCC(=O)Oc2cccc(OC(=O)CSc3nc(C)cc(C)n3)c2)n1

| Assay by compound | 96 | 97 |
| --- | --- | --- |
| FBW7 act | -0.1 | 0.1 |
| TEAD-YAP block | -3 | 4 |
| GPR151 ag | 0.3 | -1.5 |
| MITF inh | -2 | 13 |
